From PubChem BioAssay
KCNK9 block – KCNK9 potassium channel inhibitors, primary screen, HEK293 cells, thallium flux; Potassium channel subfamily K member 9 (Homo sapiens), Q9NPC2; FluxOR thallium flux fluorescence; active compounds read low; B-score at 10 µM; 1.2% of 310,000 active; AID 488922, 2010;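 active means ratio B-score over 3 SD below the library mean, with starting fluorescence within 5 SD of its mean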;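 further: negative B-score means less thallium flux so channel inhibition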
GSK3beta inhib – human GSK3beta kinase inhibitors, primary screen, biochemical, cell-free homogeneous, HTS; Glycogen synthase kinase-3 beta (Homo sapiens), P49841; GST-GSK3beta kinase, ADP-Glo luminescence, 60 min; active compounds read low; activity score (negative = inhibition), % at 10 µM; 0.038% of 300,000 active; AID 2097, 2009;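 active means more than half of replicate wells score below -50%, meaning over 50% inhibition versus plate controls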;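 further: 0% = median DMSO wells and -100% = median GW8510 positive control wells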
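Assay system: GST-tagged human GSK3beta kinase, cell-free; Input: 1.6 ng GSK3beta; Medium: Tris/MgCl2 kinase buffer; Timing: 60 min enzyme reaction, room temperature; Signal: ADP-Glo luminescence quantifying ADP generated by kinase; Evaluation: score relative to plate controls; Benchmarks: DMSO neutral wells and GW8510 at 20 µM as positive.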
KCNQ1 pot – potentiators or activators of KCNQ1 channel, primary screen, cell-based, thallium flux, high-throughput; Potassium voltage-gated channel subfamily KQT member 1 (Homo sapiens), P51787; CHO-K1 KCNQ1, thallium flux FluxOR fluorescence; active compounds read high; B-score at 10 µM; 0.35% of 310,000 active;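 active means fluorescence ratio B-score, a plate-corrected score, at least three library SD, with initial intensity B-score within 5 SD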
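assay system = KCNQ1-transfected CHO-K1 cells | medium = assay buffer with matched DMSO | probe or stimulus = depolarizing K+/Tl+ stimulus, K2SO4 and Tl2SO4 each 12.5 mM in 5x stock | dosing = single dose | incubation = dye 90 min, compound 20 min, room temperature | detection = kinetic FluxOR fluorescence, 10 s baseline plus 110 s post-stimulus | evaluation = ratio B score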
hERG rescue – hERG rescue from dofetilide block, primary screen, cell-based, CHO-hERG, FluxOR thallium flux, dofetilide IC70; dofetilide IC70 present; activation (rescue from dofetilide block), less the hit threshold, % at 10 µM; 0.51% of 310,000 active;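 active means activation above the mean of controls blocked by dofetilide plus 5 SD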;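 further: thallium influx through hERG after potassium depolarization seen as dye fluorescence rise; in these data hits start at about 4.7%; inactives centre near -7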
KCNQ1 inh – inhibitors of human KCNQ1 channel, primary screen, cell-based, thallium flux, high-throughput | 1.3% of 310,000 active | CHO-K1 KCNQ1, FluxOR thallium flux fluorescence; active compounds read high | AID 2642, 2010 | B-score at 10 µM | Potassium voltage-gated channel subfamily KQT member 1 (Homo sapiens), P51787;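 active means compounds whose thallium flux B-score, printed positive for inhibition, exceeds three library SD while starting fluorescence stays within three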;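 further: channel opened by potassium depolarization with thallium stimulus after 20 min compound exposure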
PolyA inh – polyadenylation inhibitors in yeast reporter cells, primary screen, luminescence, S. cerevisiae | S. cerevisiae SKY197-pL101 polyadenylation reporter, beta-gal luminescence; efflux-impaired pdr1/pdr3 knockout yeast; score 100 = 6 SD above DMSO | calls only at 12 µM | 0.02% of 300,000 active | AID 1875, 2009;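 active means lowest replicate activity score at least 50, where 100 means six control SD above control mean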;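 further: yeast exposed to compound for 9 h at 30 °C; higher score means more reporter readthrough which indicates perturbed polyadenylation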
DYRK1A inh – rat Dyrk1A kinase inhibitors, primary screen, biochemical, single point, plate reader. Dual specificity tyrosine-phosphorylation-regulated kinase 1A (Rattus norvegicus), Q63470. ADP-Glo luminescence, NFATc1 peptide. inhibition, % at 12.5 µM. 0.43% of 310,000 active; in the data active means inhibition above about 50%;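 further: plate controls were vehicle with enzyme for no effect and no enzyme for full effect; many of its hits are not listed in these tables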
RGS4 block – RGS4 inhibitors, primary screen, cell-based, HEK293 M3R inducible RGS4, calcium flux. AID 463165, 2010. B-score at 10 µM. 0.45% of 310,000 active. Fluo-4 calcium flux; active compounds read high; triggered by carbachol at its EC20. Regulator of G-protein signaling 4 (Homo sapiens), P49798;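 active means B-score, a plate-corrected calcium signal, over three deviations above library mean, with baseline fluorescence within five deviations of library mean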;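 further: RGS4 expression induced by doxycycline in cells with stable M3 receptor; B-score is computed from the integrated fluorescence ratio over baseline after carbachol; higher B-score means a larger calcium signal and so more RGS4 inhibition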
Target sequence (P49798 whole entry, looked up): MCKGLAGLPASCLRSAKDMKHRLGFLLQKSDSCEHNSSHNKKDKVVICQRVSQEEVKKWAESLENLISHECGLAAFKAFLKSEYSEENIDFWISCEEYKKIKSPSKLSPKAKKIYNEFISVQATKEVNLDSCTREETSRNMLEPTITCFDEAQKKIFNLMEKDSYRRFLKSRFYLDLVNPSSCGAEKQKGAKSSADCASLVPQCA
KCNK3 inh – human KCNK3 channel inhibitors, primary screen, CHO cells, FluxOR thallium flux, B-score. FluxOR fluorescence; active compounds read low. B-score at 10 µM. Potassium channel subfamily K member 3 (Homo sapiens), O14649. 0.84% of 340,000 active;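 active means B-score under library mean minus 4 SD, starting fluorescence ratio at most library mean plus 5 SD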;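 further: more negative B-score means stronger inhibition of thallium flux through KCNK3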
Target sequence (O14649 whole entry, looked up): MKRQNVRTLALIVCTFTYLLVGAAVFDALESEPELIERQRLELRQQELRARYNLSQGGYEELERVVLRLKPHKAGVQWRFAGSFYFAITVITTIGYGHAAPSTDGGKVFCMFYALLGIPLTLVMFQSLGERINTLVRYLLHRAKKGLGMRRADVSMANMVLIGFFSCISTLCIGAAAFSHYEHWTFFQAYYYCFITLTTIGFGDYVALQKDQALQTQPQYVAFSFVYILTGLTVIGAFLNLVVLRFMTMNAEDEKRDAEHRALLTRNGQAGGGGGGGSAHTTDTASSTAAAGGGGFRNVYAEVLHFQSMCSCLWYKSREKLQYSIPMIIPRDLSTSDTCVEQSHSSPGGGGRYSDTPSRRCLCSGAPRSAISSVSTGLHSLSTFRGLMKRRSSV
RGS4 act – RGS4 potentiators or activators, primary screen, cell-based, HEK293 M3R inducible RGS4, calcium flux; carbachol calcium flux Fluo4; active compounds read low; B-score at 10 µM; 0.92% of 310,000 active;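 active means B-score of the integrated calcium signal more than 4 SD below the library mean, with starting fluorescence not abnormally high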;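 further: negative B-score means reduced calcium response which marks RGS4 activation or potentiation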
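Test system: HEK293 cells with stable M3R and inducible RGS4; also added: carbachol at ECmax as muscarinic agonist stimulus; schedule: dye loading 30 min 37 °C, buffer rest 30 min RT; technique: kinetic calcium fluorescence imaging with Fluo4-AM dye, 2 µM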
GSK3A inh – blockers of GSK3A enzyme activity – biochemical, luminescence, cell-free homogeneous, HTS, primary screen; Glycogen synthase kinase-3 alpha (Homo sapiens), P49840; GSK-3 alpha kinase, ADP-Glo luminescence, 60 min; inhibition, % at 10 µM; 0.1% of 320,000 active; AID 2650, 2010;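 in the data active means inhibition above about 50%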;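 further: GST-tagged GSK-3 alpha with peptide substrate and 25 µM ATP; 0% = DMSO neutral wells and 100% = GW8510 positive control wells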
Target sequence (P49840 whole entry, looked up): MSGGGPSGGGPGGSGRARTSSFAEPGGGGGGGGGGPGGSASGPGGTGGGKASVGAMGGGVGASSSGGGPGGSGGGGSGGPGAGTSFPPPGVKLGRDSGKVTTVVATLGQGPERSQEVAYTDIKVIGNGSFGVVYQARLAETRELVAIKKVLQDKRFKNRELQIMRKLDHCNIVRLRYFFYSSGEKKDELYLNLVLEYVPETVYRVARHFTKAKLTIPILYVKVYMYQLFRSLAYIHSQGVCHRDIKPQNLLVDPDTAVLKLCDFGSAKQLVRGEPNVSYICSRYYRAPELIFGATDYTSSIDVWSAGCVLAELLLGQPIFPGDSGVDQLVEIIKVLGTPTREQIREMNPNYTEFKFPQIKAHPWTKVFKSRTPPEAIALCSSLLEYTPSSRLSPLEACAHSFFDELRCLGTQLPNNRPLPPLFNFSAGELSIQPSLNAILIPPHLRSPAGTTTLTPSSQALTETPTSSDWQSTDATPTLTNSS
Starred values were filed as active, the others as inactive. These rows are one share of the data; count on the stated rates, not on these rows.

What do the screens show for `CN(CC(=O)Nc1ccc(Cl)c(C(F)(F)F)c1)C(=O)CCNC(=O)c1ccco1`?
KCNK9 block: inactive; GSK3beta inhib: 1; KCNQ1 pot: inactive; hERG rescue: -9; KCNQ1 inh: inactive; PolyA inh: inactive; DYRK1A inh: -5; RGS4 block: inactive; KCNK3 inh: inactive; RGS4 act: inactive; GSK3A inh: 1

How did Cc1ccccc1Cn1c(-c2cncs2)nc2ccccc21 do in these assays?
KCNK9 block: inactive; GSK3beta inhib: -6; KCNQ1 pot: inactive; hERG rescue: -12; KCNQ1 inh: inactive; PolyA inh: inactive; DYRK1A inh: 5; RGS4 block: inactive; KCNK3 inh: inactive; RGS4 act: inactive; GSK3A inh: -1

Results for COc1cccc2c(=O)c3ccoc3n(C)c12 ?
KCNK9 block: inactive; GSK3beta inhib: 0; KCNQ1 pot: inactive; hERG rescue: -6; KCNQ1 inh: inactive; PolyA inh: inactive; DYRK1A inh: 25; RGS4 block: inactive; KCNK3 inh: inactive; RGS4 act: inactive; GSK3A inh: -3

Results for Cc1nc2ccccc2n1CCc1nc2c3ccccc3nc(SCC(=O)NCc3ccco3)n2n1 ?
KCNK9 block: inactive; GSK3beta inhib: 0; KCNQ1 pot: inactive; hERG rescue: -20; KCNQ1 inh: inactive; PolyA inh: inactive; DYRK1A inh: -8; RGS4 block: inactive; KCNK3 inh: inactive; RGS4 act: inactive; GSK3A inh: 0

What do the screens show for `C/C(CC(=O)Nc1ccc(Br)cc1)=N\NC(=O)Cc1csc(N)n1`?
KCNK9 block: inactive; GSK3beta inhib: 2; KCNQ1 pot: inactive; hERG rescue: -6; KCNQ1 inh: inactive; PolyA inh: inactive; DYRK1A inh: 4; RGS4 block: inactive; KCNK3 inh: inactive; RGS4 act: inactive

What do the screens show for `Cc1ccc(OCCCCn2ccnc2)c(Cl)c1`?
KCNK9 block: inactive; GSK3beta inhib: -8; KCNQ1 pot: inactive; hERG rescue: -13; KCNQ1 inh: inactive; PolyA inh: inactive; DYRK1A inh: 10; RGS4 block: inactive; KCNK3 inh: inactive; RGS4 act: inactive; GSK3A inh: -2

How did O=C(Nc1ccc(Cl)cc1Cl)c1n[nH]c(Cn2cncn2)n1 do in these assays?
KCNK9 block: inactive; GSK3beta inhib: 1; KCNQ1 pot: inactive; hERG rescue: -1; KCNQ1 inh: inactive; PolyA inh: inactive; DYRK1A inh: 4; RGS4 block: inactive; KCNK3 inh: inactive; RGS4 act: inactive; GSK3A inh: 1

How did O=[N+]([O-])c1nn(-c2ccc3c(c2)OCCO3)n(O)c1=NCCCO do in these assays?
KCNK9 block: inactive; GSK3beta inhib: 0; KCNQ1 pot: inactive; hERG rescue: -30; KCNQ1 inh: inactive; PolyA inh: inactive; DYRK1A inh: -3; RGS4 block: inactive; KCNK3 inh: inactive; RGS4 act: inactive; GSK3A inh: -2

How did Cc1ccc(/C=C/C(=O)N2CCN(c3cccc(C(F)(F)F)c3)CC2)cc1 do in these assays?
KCNK9 block: inactive; GSK3beta inhib: -8; KCNQ1 pot: inactive; hERG rescue: -5; KCNQ1 inh: inactive; PolyA inh: inactive; DYRK1A inh: 1; RGS4 block: inactive; KCNK3 inh: inactive; RGS4 act: inactive; GSK3A inh: -2

Results for O=C1c2cccnc2C(Nc2ccc(Br)cc2)N1Cc1cccs1 (configuration not stated) ?
KCNK9 block: inactive; GSK3beta inhib: -3; KCNQ1 pot: inactive; hERG rescue: -18; KCNQ1 inh: inactive; PolyA inh: inactive; DYRK1A inh: -2; RGS4 block: inactive; KCNK3 inh: inactive; RGS4 act: inactive; GSK3A inh: 2

How did O=C(COc1ncnc2c1cnn2-c1ccccc1)Nc1ccc(S(=O)(=O)N2CCCCC2)cc1 do in these assays?
KCNK9 block: inactive; GSK3beta inhib: -1; KCNQ1 pot: inactive; hERG rescue: -3; KCNQ1 inh: inactive; PolyA inh: inactive; DYRK1A inh: -2; RGS4 block: inactive; KCNK3 inh: inactive; RGS4 act: inactive; GSK3A inh: 0

Results for Cc1cc2c(cc1C)NC(c1nc3ccccc3[nH]1)C1=C(CC(C)(C)CC1=O)N2 (configuration not stated) ?
KCNK9 block: inactive; GSK3beta inhib: 1; KCNQ1 pot: inactive; hERG rescue: -5; KCNQ1 inh: inactive; PolyA inh: inactive; DYRK1A inh: 5; RGS4 block: inactive; KCNK3 inh: inactive; RGS4 act: inactive; GSK3A inh: 0

How did COc1ccc(-n2c(CNC(=O)c3cccs3)n[nH]c2=S)cc1 do in these assays?
KCNK9 block: inactive; GSK3beta inhib: -1; KCNQ1 pot: inactive; hERG rescue: -13; KCNQ1 inh: inactive; PolyA inh: inactive; DYRK1A inh: 0; RGS4 block: inactive; KCNK3 inh: inactive; RGS4 act: inactive; GSK3A inh: -1

What do the screens show for `CCc1noc(C)c1C(=O)Nc1ccc(-c2nnc3n2CCCCC3)cc1`?
KCNK9 block: inactive; KCNQ1 pot: inactive; hERG rescue: -4; KCNQ1 inh: inactive; PolyA inh: inactive; DYRK1A inh: 1; RGS4 block: inactive; KCNK3 inh: inactive; RGS4 act: inactive; GSK3A inh: -2

Results for COc1ccccc1-c1cc(C(=O)NCc2ccccc2)no1 ?
KCNK9 block: inactive; GSK3beta inhib: -5; KCNQ1 pot: inactive; hERG rescue: -11; KCNQ1 inh: inactive; PolyA inh: inactive; DYRK1A inh: -3; RGS4 block: inactive; KCNK3 inh: inactive; RGS4 act: inactive; GSK3A inh: 1

What do the screens show for `C=CCOc1cccc(C2C(C(=O)c3ccco3)=C(O)C(=O)N2Cc2ccncc2)c1` (configuration not stated)?
KCNK9 block: inactive; GSK3beta inhib: 4; KCNQ1 pot: inactive; hERG rescue: -8; KCNQ1 inh: inactive; PolyA inh: inactive; DYRK1A inh: -2; RGS4 block: inactive; KCNK3 inh: inactive; RGS4 act: inactive; GSK3A inh: -1

Results for Cc1nnc(-c2ccc(Oc3ccc(C)c(C)c3)c([N+](=O)[O-])c2)o1 ?
KCNK9 block: inactive; GSK3beta inhib: 1; KCNQ1 pot: inactive; hERG rescue: -8; KCNQ1 inh: inactive; PolyA inh: inactive; DYRK1A inh: 1; RGS4 block: inactive; KCNK3 inh: inactive; RGS4 act: inactive; GSK3A inh: 1

Results for C/C(CC(=O)Nc1ccc2c(c1)OCO2)=N\NC(=O)C(c1ccccc1)c1ccccc1 ?
KCNK9 block: inactive; GSK3beta inhib: -2; KCNQ1 pot: inactive; hERG rescue: -5; KCNQ1 inh: inactive; PolyA inh: inactive; DYRK1A inh: -4; RGS4 block: inactive; KCNK3 inh: inactive; RGS4 act: inactive; GSK3A inh: 7

How did COc1cc(Cl)ccc1OCc1cc(C(=O)N2CCCCCC2)no1 do in these assays?
KCNK9 block: inactive; GSK3beta inhib: -2; KCNQ1 pot: inactive; hERG rescue: -10; KCNQ1 inh: inactive; PolyA inh: inactive; DYRK1A inh: 1; RGS4 block: inactive; KCNK3 inh: inactive; RGS4 act: inactive; GSK3A inh: -1

How did Cc1cccc(-c2cc3nc4c(c(N5CCOCC5)n3n2)CCCC4)c1 do in these assays?
KCNK9 block: inactive; GSK3beta inhib: -2; KCNQ1 pot: inactive; hERG rescue: -7; KCNQ1 inh: inactive; DYRK1A inh: 1; RGS4 block: inactive; KCNK3 inh: inactive; RGS4 act: inactive; GSK3A inh: 0

Results for CN(Cc1ccccc1)C(=O)CSc1nc2ccccc2[nH]1 ?
KCNK9 block: inactive; KCNQ1 pot: inactive; hERG rescue: -10; KCNQ1 inh: inactive; PolyA inh: inactive; DYRK1A inh: 0; RGS4 block: inactive; KCNK3 inh: inactive; RGS4 act: inactive; GSK3A inh: 0

How did O=C(O)c1ccc(N2C(=O)/C(=C/c3ccc(-c4ccc([N+](=O)[O-])cc4)o3)C=C2c2ccccc2)cc1 do in these assays?
KCNK9 block: inactive; GSK3beta inhib: -4; KCNQ1 pot: inactive; hERG rescue: -16; KCNQ1 inh: inactive; PolyA inh: inactive; DYRK1A inh: -3; RGS4 block: inactive; KCNK3 inh: inactive; RGS4 act: -7*; GSK3A inh: 2

How did Cc1cccc(C)c1NC(=O)CSc1nnc(C)n1-c1ccccc1 do in these assays?
KCNK9 block: inactive; GSK3beta inhib: -3; KCNQ1 pot: inactive; hERG rescue: -4; KCNQ1 inh: inactive; PolyA inh: inactive; DYRK1A inh: -2; RGS4 block: inactive; KCNK3 inh: inactive; RGS4 act: inactive; GSK3A inh: -2

2 records drawn at random from the list so far, as already listed:
How did COc1cc(Cl)ccc1OCc1cc(C(=O)N2CCCCCC2)no1 do in these assays?
KCNK9 block: inactive; GSK3beta inhib: -2; KCNQ1 pot: inactive; hERG rescue: -10; KCNQ1 inh: inactive; PolyA inh: inactive; DYRK1A inh: 1; RGS4 block: inactive; KCNK3 inh: inactive; RGS4 act: inactive; GSK3A inh: -1

How did O=C(COc1ncnc2c1cnn2-c1ccccc1)Nc1ccc(S(=O)(=O)N2CCCCC2)cc1 do in these assays?
KCNK9 block: inactive; GSK3beta inhib: -1; KCNQ1 pot: inactive; hERG rescue: -3; KCNQ1 inh: inactive; PolyA inh: inactive; DYRK1A inh: -2; RGS4 block: inactive; KCNK3 inh: inactive; RGS4 act: inactive; GSK3A inh: 0
